# JMJD2C inh = human JMJD2C demethylase inhibition. GST-JMJD2C(1-420) H3K9me3 demethylation, DELFIA europium. inhibition, % at 2.35 µM. actives 0.069% (n = 330,000). AID 2099;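 active means more than half of a compound's replicate wells show inhibition beyond 50%, single wells judged on their own value; inconclusive means some, but no more than half, of replicates pass 50% inhibition; inactive means no replicate passes 50% inhibition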;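 further: signal counts dimethyl H3K9 product captured on neutravidin plate; 0% = median of DMSO wells and 100% = 0.3 times that DMSO median; strong numbers were not always called active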
# Efflux pump inh = inhibitors of Candida antifungal efflux pumps expressed in yeast; actives 0.44% (n = 330,000); inhibition, % at 10 µM; S. cerevisiae Candida pump triplex, Nile Red efflux;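 active means plate passing quality check with inhibition over a set limit, or well fluorescence over plate mean plus 4 SD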;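 further: Nile Red retained in pooled yeast measured as flow cytometry median fluorescence; 0% = buffer negative control and 100% = Enniatin B positive control; higher means more Nile Red kept so more efflux inhibition; some compounds called inactive have numbers as strong as hits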
# PP1 inh = blocks human PP1-alpha phosphatase, a PP5 counter-screen | inhibition, % at 6.7 µM | purified PP1alpha, OMFP fluorescence | AID 2235 | actives 0.9% (n = 320,000) | P62136;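 active means inhibition above the mean inhibition of all tested compounds plus 3 SD, computed separately for each screening campaign, cut at about 15% in these data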
# PP5 primary = PP5 (human) phosphatase inhibition; purified PP5c, OMFP substrate fluorescence; inhibition, % at 6.7 µM; actives 0.18% (n = 320,000); AID 1987;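 active means inhibition above the campaign's mean inhibition across all tested compounds plus 3 SD, cut at about 9.5% in these data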;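 further: 0% = DMSO only and 100% = 100 µM cantharidin control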
# TPT1 inhibitor = blocks Candida albicans tRNA 2'-phosphotransferase. recombinant caTPT1, FP RNA substrate dephosphorylation. inhibition, % at 5 µM. actives 0.81% (n = 300,000);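 active means inhibition above the mean of all tested compounds plus 3 SD, set per screening campaign, cut at about 24% in these data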;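 further: plate controls were DMSO alone for no effect and ferristatin control at 100 nM for full effect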
# LYPLA2 counter = counter-screen for PME1 inhibitors: inhibitors of human LYPLA2; O95372; recombinant LYPLA2, FP-Rh probe fluorescence polarization; inhibition, % at 5.9 µM; actives 0.38% (n = 320,000);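 active means inhibition above the screen-wide mean plus 3 SD, limit set per campaign, cut at about 26% in these data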;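 further: 0% = LYPLA2 with DMSO and 100% = wells lacking LYPLA2 enzyme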
# Target sequence (O95372 whole entry, looked up): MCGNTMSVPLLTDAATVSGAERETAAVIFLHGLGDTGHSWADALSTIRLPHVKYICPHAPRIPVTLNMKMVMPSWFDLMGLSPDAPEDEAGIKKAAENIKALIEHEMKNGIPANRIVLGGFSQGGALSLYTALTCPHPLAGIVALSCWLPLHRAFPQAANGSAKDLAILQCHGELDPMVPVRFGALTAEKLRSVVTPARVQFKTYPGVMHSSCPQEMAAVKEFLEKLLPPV
# PREPL inh = human PREPL enzyme inhibition; Q4J6C6; recombinant PREPL, fluorescence polarization activity-based probe; inhibition, % at 5.96 µM; actives 0.68% (n = 320,000); AID 2751; in the data active means inhibition above about 43%;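 further: 0% = enzyme with DMSO and 100% = wells lacking enzyme; many of its hits are not listed in these tables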
# Target sequence (Q4J6C6 whole entry, looked up): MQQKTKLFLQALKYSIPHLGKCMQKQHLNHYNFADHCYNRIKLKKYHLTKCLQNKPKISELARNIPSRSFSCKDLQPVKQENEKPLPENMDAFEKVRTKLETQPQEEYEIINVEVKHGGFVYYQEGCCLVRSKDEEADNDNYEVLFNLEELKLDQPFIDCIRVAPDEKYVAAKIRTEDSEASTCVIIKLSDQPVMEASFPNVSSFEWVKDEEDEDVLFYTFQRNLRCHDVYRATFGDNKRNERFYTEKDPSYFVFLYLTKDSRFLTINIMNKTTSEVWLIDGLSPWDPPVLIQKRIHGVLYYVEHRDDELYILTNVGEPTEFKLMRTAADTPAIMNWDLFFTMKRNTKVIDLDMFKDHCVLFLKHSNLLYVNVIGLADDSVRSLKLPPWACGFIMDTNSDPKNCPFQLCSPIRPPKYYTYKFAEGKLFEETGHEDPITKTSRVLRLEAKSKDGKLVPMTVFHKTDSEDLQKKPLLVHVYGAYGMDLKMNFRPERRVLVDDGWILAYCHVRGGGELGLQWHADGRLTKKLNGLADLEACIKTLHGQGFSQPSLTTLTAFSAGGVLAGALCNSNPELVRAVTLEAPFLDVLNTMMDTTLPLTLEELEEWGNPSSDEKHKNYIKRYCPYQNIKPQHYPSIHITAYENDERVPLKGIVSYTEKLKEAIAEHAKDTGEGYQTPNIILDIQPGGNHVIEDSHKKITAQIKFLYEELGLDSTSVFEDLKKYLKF
# CTSL1 counter = cathepsin L1 inhibition, PFM18AAP counter-screen; AID 1906; inhibition, % at 5.96 µM; actives 0.49% (n = 300,000); recombinant F. hepatica cathepsin L1, Z-Leu-Arg-MCA fluorescence;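 active means inhibition above the mean of all tested compounds plus 3 SD, set per screening campaign, cut at about 17% in these data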;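 further: 0% = plate median of test compound wells and 100% = 1 µM Z-Phe-Ala-diazomethylketone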
# core dimer inh = HCV core protein dimerization inhibition | TR-FRET GST/Flag-core106 dimerization, 1536-well | inhibition, % at 5 µM | actives 0.33% (n = 300,000) | AID 1899;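 active means inhibition above the mean of all tested compounds plus 3 SD, set per screening campaign, cut at about 45% in these data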
#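 Material: Tagged HCV core106 pair (GST and Flag) | Amount: GST-core106 13.5 nM, Flag-core106 17 nM | Medium: KF-containing HEPES buffer, pH 7.45, DTT, CHAPS, BSA | Reagent: Eu donor and XL665 acceptor anti-tag antibodies | Schedule: 4 h at 22.5 °C | Technique: Time-resolved FRET, ex 340 nm, em 617 and 671 nm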
# An asterisk follows results filed as active; ? = inconclusive; · = not tested or not shown. An excerpt; the hit share may differ from the screen's.
# Under each structure – PREPL inh, core dimer inh, LYPLA2 counter, Efflux pump inh, PP1 inh, CTSL1 counter, JMJD2C inh, TPT1 inhibitor, PP5 primary
COc1ccc(NC(=O)C2CCN(S(=O)(=O)c3ccc(OC)c(OC)c3)CC2)cc1
 : -2, -1, 2, 0.0, 0, -1, -9, 1, 1.9
CC(C)(C)c1ccc(OCC(=O)N2CCN(c3ncccn3)CC2)cc1
 : -14, -3, 5, 0.4, -3, 0, 12, -4, -1.7
CCn1c2ccccc2c2cc(NC(=O)CSc3nnc(-c4ccc(OC)c(OC)c4)n3N)ccc21
 : 8, 5, 5, 0.0, 7, 5, -19, 8, 3.9
CC(C)C1=Nc2cccc3cccc(c23)N1
 : 24, -37, -5, -0.2, 3, -2, -2, 1, 1.1
Clc1ccc(OCc2nnc(SCCN3CCCCC3)n2Cc2ccco2)cc1
 : 20, -3, 6, -0.1, 1, 1, 10, -1, 0.9
Cc1ccc(CN2CCN(C(=O)C3CCC3)CC2)cc1
 : 20, -1, 3, 0.4, 0, 0, -3, 0, 1.9
O=S(=O)(c1cccc2nsnc12)N1CCCCC1
 : 2, -2, 7, 0.0, 2, -3, 21, -2, 1.5
COc1ccc(CNc2nc(-c3cccnc3)nn2C(=O)c2cccs2)cc1
 : -19, 4, -19, 0.2, 4, 1, -6, -3, 2.2
Oc1c(/C=N/Nc2cccc3cccnc23)ccc2ccccc12
 : 27, -1, 10, -0.4, 0, -4, -13, -1, 1.9
N#Cc1c(N)n(-c2ccccc2N)c2nc3ccccc3nc12
 : 14, -1, 3, 0.0, -3, 13, 7, 7, 3.3
CN1CCN(CCCN(Cc2ccco2)C(=S)Nc2ccc(Cl)cc2)CC1
 : 3, -5, 7, -0.1, 0, 0, -25, 3, -0.9
Cc1cccc(OCC(=O)Nc2ccc(N3CCN(C(=O)c4ccco4)CC3)cc2)c1
 : 55*, 17, 11, 0.0, 0, 2, 4, -4, 1.5
CCOC(=O)N1CCC(c2cc(=O)n3[nH]cc(C(=O)OC)c3n2)CC1
 : 14, -4, 2, -0.1, 0, 1, -3, -4, 2.6
CC1CCCN(C(=O)CCc2ccccc2)C1 (stereo not given)
 : -5, -2, 0, 0.2, 1, 0, 9, 0, -0.7
O=C(Nc1nc2c(F)cccc2s1)c1ccco1
 : -5, -6, 4, 0.2, -3, 0, 12, -3, 1.7
COc1cccc(NC(=O)CN(C)C(=O)c2ccc3c(c2)CC(c2ccccc2)OC3=O)c1 (stereo not given)
 : 4, ·, 9, -0.1, 7, ·, 8, ·, 1.0
COC(=O)c1cc(C#N)c(N2CCOCC2)nc1C
 : 8, 0, 9, 0.0, -2, 3, -27, -1, -1.7
O=C1CC(c2ccccc2)CN1C(=O)c1ccccc1 (stereo not given)
 : -10, 4, -7, 0.0, -3, 1, 1, -1, 2.0
CC(C)(C)c1nc(NC(=O)Nc2ccccc2)sc1Br
 : 12, 2, -25, 0.0, -1, -1, -2, 2, -0.5
COc1ccc(NC(=S)NC23CN4CN(CN(C4)C2)C3)cc1
 : 5, -2, 10, 0.2, -1, -1, -11, 1, 2.0
CCOc1nc(S(=O)(=O)c2ccc(C)cc2)c(Cl)s1
 : -4, -4, 6, 0.0, 1, -6, -3, 1, -0.3
Cn1c(=O)c2c(nc(CN3CCOCC3)n2CCN2CCOCC2)n(C)c1=O
 : -1, -4, 2, -0.1, 1, -1, -1, -4, 2.3
CCC1Oc2ccc(C)cc2N(CC(=O)NCc2ccccc2OC)C1=O (stereo not given)
 : -6, 1, 0, 0.0, -2, 3, 3, 0, -1.4
CC1(C)Cc2c(sc(NC(=O)C(=O)N3CCN(CCO)CC3)c2C(N)=O)CO1
 : -2, 7, 0, -0.2, -5, 0, 0, 0, 2.2
C[C@H](CS)C(=O)N1CCC[C@H]1C(=O)O
 : 3, -7, 4, 0.1, -1, 2, 42, 1, 3.7
CCOC(=O)c1sc(=S)n(-c2ccc(F)c(F)c2)c1N
 : 8, 1, -8, -0.4, -4, 1, 7, -2, 0.9
CCN(CCCNC(=O)CCCN1C(=O)COc2ccc(C)cc21)c1cccc(C)c1
 : 18, -3, -3, 0.6, 3, 0, 0, -1, 2.4
COc1cc(-c2nc3ccccn3c2/N=C/c2cc(OC)c(OC)c(OC)c2)ccc1O
 : 6, -49, 5, 0.0, 1, -2, -1, 4, -0.8
COc1cc2c(cc1OC)CN(c1ccc([N+](=O)[O-])cc1C#N)CC2
 : 25, -4, 9, 0.2, 1, 1, -1, 0, 4.0
O=C(NCCCn1ccnc1)c1ccc(S(=O)(=O)N2CCOCC2)cc1
 : 1, -32, -2, 0.0, -5, -3, -25, 8, -1.2
CCN1CCN(c2ccc(N3CCN(S(=O)(=O)c4ccc(C)c([N+](=O)[O-])c4)CC3)nn2)CC1
 : 1, 3, -2, 0.2, -4, 2, 8, 3, -1.3
Cn1c(=O)c([N+](=O)[O-])c(N2CCSCC2)c2ccccc21
 : 6, 0, 0, 0.1, -2, -1, 10, -2, 1.9
Cc1ccccc1OCCSc1nc(N(C)C)nc(N(C)C)n1
 : -5, -5, 2, -0.2, 6, 1, -3, 0, -2.1
O=C(c1ccc(S(=O)(=O)Nc2ccccc2F)cc1)N1CCN(c2ccccc2O)CC1
 : -17, 7, 8, -0.1, 0, 9, 30, -3, -2.5
CC1CCC(NC(=O)c2cc(Cl)nc3ccccc23)CC1 (stereo not given)
 : 14, ·, 1, 0.3, -4, ·, -1, ·, 0.4
COc1ccccc1NC(=O)c1ccccc1NS(=O)(=O)c1cccs1
 : 0, 5, 0, -0.1, -5, -3, -8, 0, -0.2
O=C(NC(NC(=S)Nc1c(Cl)cc(Cl)cc1Cl)C(Cl)(Cl)Cl)OCc1ccccc1 (stereo not given)
 : 1, 19, -4, -0.1, 12, 1, -2, 1, 2.6
Cc1cccc(NC(=S)NNC(=O)c2ccc3c(c2)OCO3)c1
 : 4, -2, 1, 0.5, -1, 4, -3, -2, 1.8
CN(C)S(=O)(=O)c1ccc(NC(=O)CNc2cc(S(=O)(=O)N3CCCC3)ccc2OCC(F)(F)F)cc1
 : 8, -2, -6, 0.2, 1, 0, -42, -1, 0.5
O=C(COC(=O)c1ccc(OC(F)(F)F)cc1)NCCN1C(=O)CSC1=O
 : 0, ·, -5, 0.0, -1, ·, -2, ·, -1.6

# Ordered by SMILES length (ascending): some entries from above
# Under each structure – PREPL inh, core dimer inh, LYPLA2 counter, Efflux pump inh, PP1 inh, CTSL1 counter, JMJD2C inh, TPT1 inhibitor, PP5 primary
C[C@H](CS)C(=O)N1CCC[C@H]1C(=O)O
 : 3, -7, 4, 0.1, -1, 2, 42, 1, 3.7
Cc1ccccc1OCCSc1nc(N(C)C)nc(N(C)C)n1
 : -5, -5, 2, -0.2, 6, 1, -3, 0, -2.1
CCOc1nc(S(=O)(=O)c2ccc(C)cc2)c(Cl)s1
 : -4, -4, 6, 0.0, 1, -6, -3, 1, -0.3
CCOC(=O)c1sc(=S)n(-c2ccc(F)c(F)c2)c1N
 : 8, 1, -8, -0.4, -4, 1, 7, -2, 0.9
Cc1cccc(NC(=S)NNC(=O)c2ccc3c(c2)OCO3)c1
 : 4, -2, 1, 0.5, -1, 4, -3, -2, 1.8
CCC1Oc2ccc(C)cc2N(CC(=O)NCc2ccccc2OC)C1=O (stereo not given)
 : -6, 1, 0, 0.0, -2, 3, 3, 0, -1.4
Cn1c(=O)c([N+](=O)[O-])c(N2CCSCC2)c2ccccc21
 : 6, 0, 0, 0.1, -2, -1, 10, -2, 1.9
COc1cc(-c2nc3ccccn3c2/N=C/c2cc(OC)c(OC)c(OC)c2)ccc1O
 : 6, -49, 5, 0.0, 1, -2, -1, 4, -0.8
O=C(c1ccc(S(=O)(=O)Nc2ccccc2F)cc1)N1CCN(c2ccccc2O)CC1
 : -17, 7, 8, -0.1, 0, 9, 30, -3, -2.5
O=C(NC(NC(=S)Nc1c(Cl)cc(Cl)cc1Cl)C(Cl)(Cl)Cl)OCc1ccccc1 (stereo not given)
 : 1, 19, -4, -0.1, 12, 1, -2, 1, 2.6
CN(C)S(=O)(=O)c1ccc(NC(=O)CNc2cc(S(=O)(=O)N3CCCC3)ccc2OCC(F)(F)F)cc1
 : 8, -2, -6, 0.2, 1, 0, -42, -1, 0.5

# (more compounds)
# Under each structure – PREPL inh, core dimer inh, LYPLA2 counter, Efflux pump inh, PP1 inh, CTSL1 counter, JMJD2C inh, TPT1 inhibitor, PP5 primary
COc1ccccc1C(=O)NC(=S)Nc1ccc(N2CCOCC2)c(Cl)c1
 : 4, -1, 5, 0.1, -1, 8, 5, 0, -1.5
COc1ccc(N2CC(C)Cn3c2nc2c3c(=O)n(Cc3ccccc3)c(=O)n2C)c(OC)c1 (stereo not given)
 : 26, 2, 2, 0.0, 3, 1, 7, 2, 4.7
O=C(Nc1ccc(OCc2ccccc2)cc1)Nc1cccnc1
 : 19, -2, 3, -0.1, 0, 3, -14, 3, 1.0
Cc1ccc(-c2csc(SCC(=O)Nc3cc(C)on3)n2)cc1
 : -2, -1, 7, 0.1, 0, 1, -24, 2, 2.6
COc1cccc(C(C(=O)NC2CCCCC2)N(C(=O)c2ccco2)c2ccc(-n3cnnn3)c(C)c2)c1 (stereo not given)
 : 7, 8, 1, 0.1, -3, -2, 13, 3, 1.3
O=C(O)CCc1ccc(-c2cccs2)n1NC(=O)c1ccco1
 : 2, -10, 4, -0.1, -2, -1, 6, 4, 1.5
CCOC(=O)C1=C(COC(=O)CNC(=O)c2ccc(C)cc2)NC(=O)NC1C (stereo not given)
 : -1, -2, 5, 0.1, -4, -11, 49, 1, 1.1
CC12C(=O)N(c3ccccn3)C(=O)C1C1C=CC2C1 (stereo not given)
 : 7, -3, -1, 0.0, -1, -2, 0, 3, -0.4
CCn1c(=O)c2sccc2n(Cc2ccc(C)cc2)c1=O
 : 4, 8, 1, 0.0, -3, 1, 2, -3, 1.2
CC1(C)CC(=O)C=C(NCCO)C1
 : 0, 1, 8, -0.1, 0, -2, 1, -4, -1.5
COc1ccccc1/C=C(/NC(=O)c1ccccc1)C(=O)NCCCn1ccnc1
 : -5, -1, 8, -0.2, 2, 9, 10, 1, 2.2
Cc1ccc(C)c2nc(N3CCCC3)c(C#N)cc12
 : 0, 10, -2, -0.2, -2, 0, -3, -3, 4.5
C=CCN1c2ccccc2[C@]23C[C@@H](C(=O)OC)N(C(=O)CC(C)C)C2=NC(C(=O)OC)=C(C(=O)OC)[C@H]13
 : 0, 10, -2, -0.1, -4, 0, 4, -3, 3.6
COC(=O)C1=C(N)Oc2cc(C)oc(=O)c2C1c1cccnc1 (stereo not given)
 : -3, -5, 2, 0.0, -1, -3, -4, -4, 2.4
FC(F)(F)c1nc(N2CCCC2)ncc1-c1nnnn1-c1ccc(Cl)cc1
 : 2, 14, 0, 0.7, 8, 4, 10, -8, 2.5
O=C1c2oc3ccccc3c(=O)c2C(c2cccnc2)N1Cc1ccco1 (stereo not given)
 : 8, 2, -4, 0.1, -6, 1, ?, 2, -5.6
CCOC(=O)c1c(NC(=O)CSc2ccccc2C(=O)O)sc(C)c1C
 : -9, 11, 5, -0.2, 1, -7, 5, -5, -1.0
O=S(=O)(Nc1cccnc1)c1ccc(F)cc1
 : 9, -5, 7, -0.2, 2, -2, 1, -1, 2.2
COc1cc(C2NC(=O)NC(c3ccccc3)=C2C(C)=O)ccc1OCC#N (stereo not given)
 : 4, 7, 3, -0.1, 1, -3, -12, 2, -2.1
